RGS4 inhibitor: Inhibitors of Regulator of G Protein Signaling (RGS) 4: qHTS. Potency, µM (highest dose often 114 µM), for the others: at the top dose activity change, negative = inhibition, hits mostly inhibitors. 0.039% of 390,000 active. Transcreener GDP fluorescence polarization, RGS4-accelerated GTP hydrolysis. Regulator of G-protein signaling 4 (Homo sapiens), P49798; note: potency is the fitted concentration of half-maximal effect; % is set by controls: 0 for no effect and ±100 for the full control effect; nearly all actives have a fitted effect of over 75% in size; some results filed as inactive show a strong effect at the top dose
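MLSMR compounds (23 nl, pin-transferred) preincubated 10 min at room temperature with a 500nM (2x) first reagent, then RGS4 at 900nM (2x) plus Transcreener GDP mix added; fluorescence polarization (620/688 nm) read before and after 90 min at 30 °C.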
ERG Ets-DNA blk: qHTS for Small Molecule Inhibitors of the ERG Ets/DNA interaction; fluorescence polarization, His-ERG Ets domain / labelled DNA; Potency, µM (top dose mostly 76.9 µM), for the others: top-dose FP activity, negative = inhibition, usual class: inhibitors; 0.028% of 370,000 active; active = well fitted inhibition curve with a large enough effect in the polarisation, with a control signal flat; inconclusive = small, poorly fitted or top-dose-only effect, or effect the other way, or a change in a side signal; inactive = no such curve, though single readings can be large or run the other way; the % refers to the polarisation;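 note: polarization taken with two DNA probes labelled with fluorescein and Texas red; potency is the fitted concentration of half-maximal effect; % of control where 0% means no effect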
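His-tagged ERG Ets domain (1 uM in the protein solution; 300mM KCl, 50mM Tris-HCl, 1mM EDTA, 1mM DTT, pH 7.5) received compound, then a probe mix of 5 nM fluorescein-DNA and 100nM Texas-615-DNA. Fluorescence polarization was read for both dyes.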
Vif-APOBEC3G blk: qHTS for Inhibitors of Vif-A3G Interactions: qHTS. 0.076% of 410,000 active. Potency, µM (top dose mostly 46.1 µM), for the others: top-dose activity, negative = active, most hits filed as inhibitors. DNA dC->dU-editing enzyme APOBEC-3G (Homo sapiens), Q9HC16. HeLa A3G-eYFP + Vif (tagged APOBEC3G with the HIV-1 protein that degrades it), YFP fluorescence, overnight;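 note: potency is the fitted concentration of half-maximal effect; % is set by controls: 0 for no effect and ±100 for the full control effect; nearly all actives have a fitted effect of over 60% in size; hits raise eYFP signal because A3G escapes Vif-driven loss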
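Read-out is eYFP fluorescence (Ex 488/Em 500-530) from Vif-expressing HeLa A3G-eYFP cells; more signal means A3G escaped Vif-mediated degradation. Cells plated overnight, compound pinned in, incubated overnight at 37 deg C.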
LDHA block: qHTS assay for inhibitors of human lactate dehydrogenase; L-lactate dehydrogenase A chain (Homo sapiens), P00338; purified LDHA, NADH/diaphorase-resazurin fluorescence; stronger effect = lower value; activity change, % (values are at about 110 or 230 µM); 0.15% of 480,000 active; AID 1347041, 2019; in the data active = activity change below about -30%; inconclusive = mostly about -25% to -30%;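 note: plate controls were DMSO wells for no effect and wells without enzyme for full effect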
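Human LDH5 (2 nM) was incubated with 0.06 mM NADH and 0.2 mM pyruvate for 5 min at room temperature in Tris pH 7.4. Remaining NADH was coupled through diaphorase/resazurin, and resorufin fluorescence was read at 0 and 20 min.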
D2 antag: HTS Assay for Allosteric Antagonists of the Human D2 Dopamine Receptor: Primary Screen for Antagonists | inhibition, % at 10 µM | AID 485344, 2010 | D(2) dopamine receptor (Homo sapiens), P14416 | 2% of 340,000 active | HEK293 TREx D2 cells, calcium flux, dopamine EC80; in the data active = inhibition above about 30%; note: 0% is about no effect
Target sequence (P14416 whole entry, looked up): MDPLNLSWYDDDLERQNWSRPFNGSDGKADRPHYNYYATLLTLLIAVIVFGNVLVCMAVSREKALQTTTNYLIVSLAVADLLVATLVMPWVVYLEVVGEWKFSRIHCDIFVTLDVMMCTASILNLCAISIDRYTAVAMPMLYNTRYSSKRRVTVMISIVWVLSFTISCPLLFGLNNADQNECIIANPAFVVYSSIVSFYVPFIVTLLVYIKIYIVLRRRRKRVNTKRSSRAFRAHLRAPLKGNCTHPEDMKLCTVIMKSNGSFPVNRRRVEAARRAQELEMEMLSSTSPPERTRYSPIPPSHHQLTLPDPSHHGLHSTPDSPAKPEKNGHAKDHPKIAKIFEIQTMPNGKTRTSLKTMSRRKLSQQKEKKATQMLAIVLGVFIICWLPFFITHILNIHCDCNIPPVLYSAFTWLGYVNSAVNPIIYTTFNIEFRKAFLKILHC
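Calcium mobilization kinetics were recorded at 1 s intervals in tetracycline-induced HEK293 T-REx D2 cells, first for 180 s after compound addition and then 180 s after EC80 dopamine.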
Vif-APOBEC3F blk: qHTS for Inhibitors of Vif-A3F Interactions: qHTS | Potency, µM (top dose mostly 46.1 µM), for inactives: top-dose activity, negative = active | HeLa A3F-eYFP + Vif (tagged APOBEC3F with the HIV-1 protein that degrades it), YFP fluorescence increase | AID 602313, 2012 | 0.2% of 390,000 active; note: potency is the fitted concentration of half-maximal effect; % of control where 0% means no effect; nearly all actives have a fitted effect of over 65% in size
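HeLa cells stably expressing A3F-eYFP plus Vif, plated and incubated overnight at 37 deg C, then exposed to compounds overnight at 37 deg C. Blocked degradation read as raised yellow fluorescence (Ex 488/Em 500-530).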
ALOX12 inh: Primary qHTS assay for inhibitors of human arachidonate 12S-lipoxygenase (ALOX12): Round 2. AID 1671190, 2021. Potency, µM (doses to about 108 µM), for inactives: at the highest dose activity change, negative = inhibition, most hits filed as inhibitors. 1.1% of 580,000 active. purified 12hLO, xylenol orange hydroperoxide absorbance. Polyunsaturated fatty acid lipoxygenase ALOX12 (Homo sapiens), P18054; note: potency is the fitted concentration of half-maximal effect; % is set by controls: 0 for no effect and ±100 for the full control effect
Target sequence (P18054 whole entry, looked up): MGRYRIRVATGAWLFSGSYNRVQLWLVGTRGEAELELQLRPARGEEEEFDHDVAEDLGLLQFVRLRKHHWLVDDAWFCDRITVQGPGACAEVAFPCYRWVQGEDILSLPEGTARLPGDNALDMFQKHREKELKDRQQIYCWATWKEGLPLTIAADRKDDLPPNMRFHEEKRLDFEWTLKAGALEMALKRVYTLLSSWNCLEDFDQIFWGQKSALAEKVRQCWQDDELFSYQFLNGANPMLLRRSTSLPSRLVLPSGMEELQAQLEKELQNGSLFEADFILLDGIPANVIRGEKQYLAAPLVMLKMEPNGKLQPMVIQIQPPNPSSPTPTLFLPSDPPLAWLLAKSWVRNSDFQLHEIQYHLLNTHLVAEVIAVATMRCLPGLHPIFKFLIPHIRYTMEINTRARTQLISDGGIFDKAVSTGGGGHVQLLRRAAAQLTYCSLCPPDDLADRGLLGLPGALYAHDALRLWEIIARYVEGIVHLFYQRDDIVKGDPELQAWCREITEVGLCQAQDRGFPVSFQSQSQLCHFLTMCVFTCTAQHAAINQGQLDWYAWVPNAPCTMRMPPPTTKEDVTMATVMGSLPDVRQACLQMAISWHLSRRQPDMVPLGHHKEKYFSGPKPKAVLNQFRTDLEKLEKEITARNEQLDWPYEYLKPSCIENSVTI
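Hydroperoxide product was detected by ferrous iron/xylenol orange as the 573 to 405 nm absorbance ratio. Arachidonic acid at 40 uM (final) was turned over for 30 min at room temperature by 150 nM human 12hLO, pH 7.0 Hepes buffer, after 15 min compound preincubation.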
D2 agonist: HTS Assay for Allosteric Agonists of the Human D2 Dopamine Receptor: Primary Screen for Agonists. HEK293 T-REx D2 cells, calcium flux agonist mode. 0.53% of 340,000 active. AID 485358, 2010. activation, % at 2 µM. D(2) dopamine receptor (Homo sapiens), P14416;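 active = activation over 3 SD above normal in the single-dose calcium agonist read, cut at about 30% in these data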; note: 0% is about no effect
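Tetracycline-induced HEK293 T-REx cells with force-coupled D2 receptor, plated overnight at 30 C, loaded with no-wash calcium dye. After a 10 s baseline, compound was pin-added and calcium flux read kinetically for 180 s; calcium rises flagged agonists.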
GRP78 ERSR act: qHTS for Inducers of the Endoplasmic Reticulum Stress Response (ERSR) in Human Glioma: qHTS; U87-MG GRP78 promoter luciferase reporter, 16 h; 0.02% of 420,000 active; AID 602332, 2012; Potency, µM, inactives show at the top dose activation, most hits filed as activators; note: potency is the fitted concentration of half-maximal effect; series mostly up to about 76 µM; % of control where 0% means no effect; nearly all actives have a fitted effect of over 35% in size
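ERSR induction read as luciferase luminescence (Bright-Glo, 10 min at room temperature) in stably transfected human U87-MG glioma cells exposed to compounds for 16 h, using GRP78 as sensor.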
Numbers without * were called inactive; ? = inconclusive; . = not tested or not shown; & = joins results of further samples; [ ] = dose if it differs, or a comment. Unless noted, calls come from the whole dose curve; as a rule, active = well fitted curve in the direction sought with a large enough effect; inconclusive = small, poorly fitted or top-dose-only effect, or another doubt; inactive = no such curve, though single readings can be large; an effect the other way counts as inactive or inconclusive.

SMILES	RGS4 inhibitor	ERG Ets-DNA blk	Vif-APOBEC3G blk	LDHA block	D2 antag	Vif-APOBEC3F blk	ALOX12 inh	D2 agonist	GRP78 ERSR act
COc1ccccc1NC(=O)Cn1nc(-c2ccc(C)cc2)c2c(c1=O)CCCC2	-4%	2%	-3%	2	.	1%	-19%	-1.1	1%
Cc1c(N(C(=O)CNC(=O)c2ccccc2)C2(C(=O)NC3CCCCC3)CCCCC2)c(=O)n(-c2ccccc2)n1C	-14%	-22%	1%	-2	7	-10%	-1%	0.5	-7%
CC(C)(C)OC(=O)N1CCC(c2c(C(=O)Nc3ccc4c(c3)OCCO4)cnn2-c2ccc(Cl)cc2)CC1	-37%	0%	-5%	-7	.	-2%	3%	0.4	-6%
Cc1nc(N)sc1N=Nc1ccc(Br)cc1	-10%	-3%	-22%	-1	-8	-14%	?	0.1	11%
CCOc1ccc(C(=O)OCC(=O)Nc2cccnc2Cl)cc1OCC	-20%	-6%	-1%	0	.	2%	124%[activator]	.	0%
Cc1ccnc(NC2(C(F)(F)F)N=C(c3ccccc3)NC2=O)c1 (stereo not drawn)	-4%	0%	-3%	-2	.	-5%	-21%	.	-7%
O=C(CCCOc1ccccc1)NCCc1ccccc1	-3%	-1%	3%	-14	5	-21%	-11%	-0.5	5%
COCCn1c(C)cc(C2=NNC(=Nc3ccc(Cl)cc3Cl)SC2)c1C	-36%	2%	5%	2	-7	-6%	?	-0.6	-1%
CC(C)(C)Nc1nc(SCC(=O)Nc2ccccc2)nc(N2CCOCC2)n1	6%	-4%	-4%	-5	-15	-8%	37%[activator]	1.2	-4%
COc1ccc(-n2nc(C(=O)NCC(=O)NCCCN3CCN(C)CC3)c3ccccc3c2=O)cc1OC	10%	9%	6%	-14	-5	18%	-29%	0.5	-3%
CN(Cc1ccco1)C(=O)CSc1nn2c(=O)c(C(C)(C)C)nnc2s1	-20%	9%	-2%	0	.	-3%	?	.	-1%
Cc1cccc(NC(=O)/C(C#N)=C/c2ccccc2Cl)n1	9%	-8%	3%	-3	4	8%	0%	1.7	6%
CS(=O)(=O)N1CCN(C(=O)NC2CCCCC2)CC1	0%	-9%	1%	-1	-12	2%	6%	1.2	-2%
CCOC(=O)c1sc(NC(=O)CSc2nc(C)cc(-c3ccccc3)n2)c(C#N)c1C	-2%	-4%	0%	0	2	2%	0%	-1.5	-5%
C=C(C)CNC(=S)Nc1sc2c(c1C(=O)OCC)CC(C)(C)OC2	-43%	-30%	2%	0	13	6%	?	-1.2	-6%
Cc1ccc2c(c1)c1ncnc(N3CCOCC3)c1n2C	-5%	-2%	-5%	-3	19	4%	0%	-0.9	5%
O=C(NCc1ccco1)C1CCN(S(=O)(=O)Cc2ccccc2)CC1	-11%	.	1%	-5	4	-6%	1%[57.4 µM]	1.4	6%
Cc1ccc(-c2c(C(=O)N/N=C/c3cccnc3)nnn2-c2nonc2N)cc1	-21%	15%	-16%	-1	5	1%	12%	-0.4	-2%
CN1CC2(Cc3c1ccc1ccccc31)C(=O)OC(C)(C)OC2=O	-1%[11.4 µM]	-1%	-10%&-1%	18&12	-9	-18%	?	-1.6	-5%&-1%
C#Cc1ccc(CN2CCC(Oc3ccc(C(=O)NCc4ccccn4)cc3)CC2)cc1	6%	-2%	1%	-1	36*	0%	-1%	-0.2	-2%

Entries of single compounds, looked up by structure:
O=C(NCc1ccco1)C1CCN(S(=O)(=O)Cc2ccccc2)CC1 is listed as RGS4 inhibitor = -11%; ERG Ets-DNA blk = .; Vif-APOBEC3G blk = 1%; LDHA block = -5; D2 antag = 4; Vif-APOBEC3F blk = -6%; ALOX12 inh = 1%[57.4 µM]; D2 agonist = 1.4; GRP78 ERSR act = 6%
CC(C)(C)OC(=O)N1CCC(c2c(C(=O)Nc3ccc4c(c3)OCCO4)cnn2-c2ccc(Cl)cc2)CC1 is listed as RGS4 inhibitor = -37%; ERG Ets-DNA blk = 0%; Vif-APOBEC3G blk = -5%; LDHA block = -7; D2 antag = .; Vif-APOBEC3F blk = -2%; ALOX12 inh = 3%; D2 agonist = 0.4; GRP78 ERSR act = -6%

The main list resumes, starting 3 compounds before the break.
SMILES	RGS4 inhibitor	ERG Ets-DNA blk	Vif-APOBEC3G blk	LDHA block	D2 antag	Vif-APOBEC3F blk	ALOX12 inh	D2 agonist	GRP78 ERSR act
Cc1ccc(-c2c(C(=O)N/N=C/c3cccnc3)nnn2-c2nonc2N)cc1	-21%	15%	-16%	-1	5	1%	12%	-0.4	-2%
CN1CC2(Cc3c1ccc1ccccc31)C(=O)OC(C)(C)OC2=O	-1%[11.4 µM]	-1%	-10%&-1%	18&12	-9	-18%	?	-1.6	-5%&-1%
C#Cc1ccc(CN2CCC(Oc3ccc(C(=O)NCc4ccccn4)cc3)CC2)cc1	6%	-2%	1%	-1	36*	0%	-1%	-0.2	-2%
CCn1c(SCC(=O)Nc2oc(C)c3c(C)n[nH]c(=O)c23)nc2sc(C)c(C)c2c1=O	-26%	7%	0%	2	6	1%	.	-1.6	-3%
Cc1ccc(CC(=O)O/N=C(\N)c2cccc([N+](=O)[O-])c2)cc1	20%[11.4 µM]	6%	-7%	-5	10	2%	0%	-0.9	-2%
CC1=NNC(=O)C1CC(=O)N/N=C/c1ccncc1 (stereo not drawn)	-12%	4%	2%	-10	-2	3%	135%[activator]	1.0	-5%
O=C(Nc1ccc(S(=O)(=O)N2CCOCC2)cc1)c1ccccc1F	0%	-5%	2%	0	-14	2%	-13%	1.0	-2%
COc1ccc(Cn2nnnc2C(C(C)C)N2CCc3ccccc32)cc1 (stereo not drawn)	-3%	.	-1%	8	25	-1%	-43%	1.1	-3%
COc1ccccc1CNC(=O)c1cnc(SC)nc1C	-1%	6%	0%	-3	.	2%	-14%	0.7	-3%
COc1cccc(CNC(=O)Cn2ncn3cccc3c2=O)c1OC	26%	2%	-1%	-7	1	-2%	2%	0.0	0%
Cc1nc(SCC(=O)c2ccccc2)[nH]c(=O)c1Oc1ccc(Cl)cc1	-39%	-9%	1%	-5	-25	-8%	0%	0.6	-4%
CC(C)(C)c1ccc(C(=O)Cn2nc(C(=O)O)c3ccccc3c2=O)cc1	1%	-15%	-15%	-4&-1	-11	-1%	?	-1.5	-7%
O=C(COc1ccccc1[N+](=O)[O-])N/N=C/c1ccc[nH]1	1%	0%	4%	-10	2	-5%	0%	-0.1	-4%
c1ccc(CCNc2nc3ccccc3n3nnnc23)cc1	30%	4%	-3%	1	-11	?	45%[activator]	0.9	0%
CCOC(=O)COc1c(OC)cc(Cl)cc1C1Nc2ccccc2C(=O)N1c1ccccc1 (stereo not drawn)	0%	.	-6%	-2	23	1%	-11%	-0.8	2%
COc1ccccc1-n1ccn(CC(=O)Nc2ccc(C)cc2Cl)c(=O)c1=O	-33%	-2%	0%	-5	28	-6%	16%	-1.4	0%
COc1ccc(C(=O)N2CCCCC2CCN2CCCCC2)cc1 (stereo not drawn)	0%	-3%	4%	-2	.	0%	-12%	.	-4%
COc1cc(CCCN2CCNC[C@@H]2Cc2ccc(O)cc2)cc(OC)c1OC	11%	9%	1%	-5	.	-2%	-5%	.	-1%
FC(F)(F)COc1ccc(-c2nnc(SCc3c(Cl)cccc3Cl)o2)cn1	7%	-18%	0%	-3	.	8%	74%[activator]	.	-4%
CC(C)(C)OC(=O)N1Cc2ccccc2C[C@H]1C(=O)O	-19%[11.4 µM]	-2%	1%	6	-2	9%	54%[activator]	-1.5	-1%
CC(C)CSc1nnc2c3ccccc3n(C)c2n1	-10%	13%	-10%	-6	.	-6%	26%	.	6%
Cc1nn(-c2ccccc2)c(C)c1C1C(C#N)=C(N)Oc2n[nH]c(C)c21 (stereo not drawn)	10%	-6%	-7%	5	-7	.	3%	0.5	-1%
Cc1cccc(CNC(=O)c2sc(=O)n(Cc3ccccc3C)c2C)c1	.	.	-3%	-2	.	.	-7%	.	0%
COc1ccc(OC)c(NC(=O)c2cnc(N3CCCCC3)c3ccccc23)c1	-27%	-1%	-2%	11	.	3%	?	0.6	-2%
Cc1cccc(OCCCCNCc2ccccc2)c1	-14%	0%	2%	-19	1	11%	-5%	0.0	-2%

Copied from the listing (2 entries):
SMILES	RGS4 inhibitor	ERG Ets-DNA blk	Vif-APOBEC3G blk	LDHA block	D2 antag	Vif-APOBEC3F blk	ALOX12 inh	D2 agonist	GRP78 ERSR act
COc1ccc(OC)c(NC(=O)c2cnc(N3CCCCC3)c3ccccc23)c1	-27%	-1%	-2%	11	.	3%	?	0.6	-2%
Cc1cccc(OCCCCNCc2ccccc2)c1	-14%	0%	2%	-19	1	11%	-5%	0.0	-2%

Assay outcomes from PubChem.

A portion of the library; the hit share may differ from the screen's.
